Compound activity as filed in PubChem BioAssay.
CHT allo act = CHT positive allosteric modulators, primary screen, cell-based, membrane potential dye, choline EC20 | AID 488977, 2010 | CHT-expressing cells; hits give high values; LV-AA mutant CHT in HEK293 cells | B-score at 10 µM | High affinity choline transporter 1 (Homo sapiens), Q9GZV3 | 0.49% of 310,000 active;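 active means initial fluorescence not abnormally high and integrated response B-score, plate-corrected, over 3 SD above library mean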
Target sequence (Q9GZV3 whole entry, looked up): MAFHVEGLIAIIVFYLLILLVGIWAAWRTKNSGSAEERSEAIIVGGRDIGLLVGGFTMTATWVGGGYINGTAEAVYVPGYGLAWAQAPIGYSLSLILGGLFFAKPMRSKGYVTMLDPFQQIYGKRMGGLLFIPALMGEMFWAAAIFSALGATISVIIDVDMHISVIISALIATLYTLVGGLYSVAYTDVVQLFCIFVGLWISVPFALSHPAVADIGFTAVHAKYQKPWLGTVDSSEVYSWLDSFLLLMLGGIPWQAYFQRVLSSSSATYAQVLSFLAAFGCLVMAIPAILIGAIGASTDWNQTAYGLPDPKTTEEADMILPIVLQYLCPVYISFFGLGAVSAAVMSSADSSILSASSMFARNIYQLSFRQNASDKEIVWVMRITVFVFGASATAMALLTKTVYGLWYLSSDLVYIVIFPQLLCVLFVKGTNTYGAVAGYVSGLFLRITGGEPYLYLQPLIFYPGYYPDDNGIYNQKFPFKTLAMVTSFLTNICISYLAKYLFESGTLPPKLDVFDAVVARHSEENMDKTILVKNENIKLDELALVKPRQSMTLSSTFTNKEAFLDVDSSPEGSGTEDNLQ
OX1R antagonist = OX1R (HCRTR1) antagonists, primary screen, fluorescence, CHO/OX1R cells, Fluo-8 calcium, orexin A | Orexin/Hypocretin receptor type 1 (Homo sapiens), O43613 | Fluo-8 calcium fluorescence | inhibition, % at 5 µM | 0.43% of 330,000 active;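 active means inhibition above its plate's threshold, mean inhibition of all tested compounds on the plate plus 3 SD, cut at about 37% in these data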;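 further: 0% = orexin A challenge wells and 100% = SB-334867-A antagonist wells; not every result past the cut was called active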
Target sequence (O43613 whole entry, looked up): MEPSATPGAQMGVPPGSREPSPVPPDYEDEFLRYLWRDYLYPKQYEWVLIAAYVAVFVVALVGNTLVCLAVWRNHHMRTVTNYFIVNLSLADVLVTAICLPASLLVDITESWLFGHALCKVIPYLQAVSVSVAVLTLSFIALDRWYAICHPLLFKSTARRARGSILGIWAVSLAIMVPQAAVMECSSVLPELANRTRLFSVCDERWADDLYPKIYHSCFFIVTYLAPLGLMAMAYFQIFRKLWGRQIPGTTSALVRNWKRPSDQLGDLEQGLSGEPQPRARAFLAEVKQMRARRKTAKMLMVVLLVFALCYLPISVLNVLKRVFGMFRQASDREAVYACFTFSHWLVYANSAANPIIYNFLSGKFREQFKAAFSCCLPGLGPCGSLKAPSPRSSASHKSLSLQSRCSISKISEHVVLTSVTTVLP
The depositor's hits bear a star; i = inactive; . = no result given.

Below each compound – CHT allo act, OX1R antagonist
COc1ccc(C2=NOC(Cn3nc(C(=O)NCc4ccc5c(c4)OCO5)cc3-c3ccccc3)C2)cc1 (stereo not given)
→ i, -8
CC(C)(C)OC(=O)CNC(=O)c1nc[nH]c1C(=O)N1CCN(c2ccccc2)CC1
→ i, -1
Cc1onc(-c2ccccc2Cl)c1C(=O)NCc1ccc(F)cc1
→ i, -33
Cc1ccc(C(=O)Nc2nc3ccc(S(C)(=O)=O)cc3s2)o1
→ i, 0
Cc1cc(OCc2ccc(C(=O)n3cccn3)o2)ccc1Cl
→ i, -4
c1ccc(OCc2noc(CN3CCC(C4CCCCC4)C3)n2)cc1 (stereo not given)
→ i, -25
COc1cccc(C(=O)Nc2ccc(F)cc2F)c1
→ i, -10
CCn1c(SCC(=O)N2CCOCC2)nc2oc3c(Cl)cc(Cl)cc3c(=O)c2c1=O
→ i, -8
CCc1sc(NC(=O)CCC(=O)O)nc1-c1cc2ccccc2oc1=O
→ i, 9
CC(C)(C)NC(=O)NC(=O)Cn1ccsc1=N
→ i, 4
CC(NC(=O)Cc1ccccc1)C(=O)O (stereo not given)
→ ., 11
CCOC(=O)CSc1nc2ccccc2c(=O)n1NC(=O)c1ccccc1
→ i, -30
O=C1CCN(CCc2ccccc2)CCN1[C@H](CSc1ccccc1)c1ccccc1
→ i, -3
O=c1oc2ccc(Br)cc2cc1S(=O)(=O)c1ccc(F)cc1
→ i, -17
O=C(CCc1ccccc1)NCC(c1ccco1)N1CCc2ccccc21 (stereo not given)
→ 7.5*, -25
O=C(CN1CCN(c2ccc([N+](=O)[O-])cc2)CC1)c1ccccc1
→ i, -7
O=C1CN(C(=O)CSc2nncn2-c2ccccc2)c2ccccc2N1
→ i, -6
O=C(c1ccco1)N1CCC(c2nc3c(nnn3Cc3ccc(F)cc3)c(=O)[nH]2)CC1
→ i, -6
COC(=O)CN1C(=O)COc2ccc(S(=O)(=O)N3CCOCC3)cc21
→ i, 8
COc1cccc2cc(/C(C)=N/NC(=O)c3ccco3)oc12
→ i, 0
Cc1ccnc(NS(=O)(=O)c2ccc(NC(=O)c3cc(-c4ccc(Br)cc4)nc4ccccc34)cc2)n1
→ i, -5
Cc1oc2c(c1C(=O)NCCO)CCCC2
→ i, 2
COc1ccc(NC(=O)Nc2cc(C)ccc2F)cc1
→ i, -30
Cc1cc(NC(=O)COc2c(C)cccc2C)no1
→ i, -17
O=C1CC(C(=O)Nc2ccc(C(=O)O)cc2)C(c2ccccc2)O1 (stereo not given)
→ i, 1
COCCNC(=O)/C(C#N)=C/c1c(N2CCN(c3ccccc3)CC2)nc2c(C)cccn2c1=O
→ i, -24
COc1ccc(NC(=O)COC(=O)C(CC(C)C)N2C(=O)C3CC=CCC3C2=O)cc1Cl (stereo not given)
→ i, 2
Cc1cccc(NC(=O)c2nc[nH]c2C(=O)NCCCCCNC(=O)OC(C)(C)C)c1
→ ., -15
CCCCC(CC)CNC(=O)c1cc2ccccc2c(=O)o1 (stereo not given)
→ i, -30
COc1ccc(NC(=O)C(F)(F)F)cc1OC
→ i, 3
O=C1CC(NS(=O)(=O)c2ccc3ccccc3c2)CN1c1ccccc1 (stereo not given)
→ i, -25
O=S(=O)(Nc1cccnc1Cl)c1ccc(F)cc1
→ i, -17
CCOC(=O)c1nn(-c2ccc(Cl)cc2)c2nnc(Cc3ccccc3)c(=O)n12
→ i, -16
COc1cc(S(=O)(=O)N2CCN(C(=O)c3ccccc3)CC2)c(OC)cc1Br
→ i, -26
N#Cc1c(NC(=O)CCn2cnc3ccccc3c2=O)oc(-c2ccccc2)c1-c1ccccc1
→ i, -34
O=C(O)C1Nc2c(O)cccc2C2C=CCC12 (stereo not given)
→ i, 3
Cc1cccc(C)c1NC(=S)N(Cc1ccco1)C1CCN(C(C)C)CC1
→ i, 9
COC(=O)c1ccc2c(C)c(C3(O)CCCCC3)[nH]c2c1
→ ., 5
NC(=S)NNC(=O)c1ccccc1
→ i, -7
CCOC(=O)N1CCN(C2CCCN(C(=O)c3ccccc3SC)C2)CC1 (stereo not given)
→ i, -27
Cc1cccc(NC(=S)NNC(=O)c2csc(C(C)C)c2)c1
→ i, -32
COc1ccc(OCc2cc(C(=O)NCc3cccc(C)n3)no2)c(Cl)c1
→ i, -13
CCCc1cc(=O)[nH]c2nnc(SCC(=O)Nc3cc(C)on3)n12
→ i, -6
Cc1c(NC(=S)NC(=O)c2ccc(Cl)cc2)c(=O)n(-c2ccccc2)n1C
→ i, -30
Cc1cc(N2CCCCC2)nc(SCc2ccc(C#N)cc2)n1
→ i, 0
CCOc1ccc(OCCCC(=O)NCCc2ccc(OC)cc2)cc1
→ i, -4
O=C(O)c1ccccc1NC(=S)NC(=O)c1sc2ccccc2c1Cl
→ i, -19
CCOc1ccc(NC(=O)N(CCCN2CCOCC2)Cc2cccnc2)cc1
→ i, -5
O=C(NCCN1CCN(c2ccccc2F)CC1)C1CC(=O)N(C2CCCC2)C1 (stereo not given)
→ i, -5
Cc1cc(C)cc(NC(=O)CSc2nc3nc(C)cc(C)c3c(=O)[nH]2)c1
→ ., -29
CC1CCCCC1NC(=O)CSc1nnc(N)s1 (stereo not given)
→ i, -3
O=C(NCCSc1ccccc1)c1ccco1
→ i, -10
CCOC(=O)c1cnn(Cc2ccccc2Cl)c1N
→ i, -7
O=C1CCCC2=C1C(c1ccc(O)c(O)c1)Nc1ccc3ncccc3c12 (stereo not given)
→ i, -17
O=C(CN1CCCN(Cc2ccc(F)cc2Cl)C1=O)NCc1ccccc1
→ i, -22
COC(=O)CCCC(=O)NC1CCCc2c1cnn2-c1ccc(F)cc1F (stereo not given)
→ i, -10
CCOc1nc(N(C)C)nc(-n2nnc(C(C)=O)c2C)n1
→ i, -15
N#CC(c1nc2ccccc2nc1OCCO)S(=O)(=O)c1ccccc1 (stereo not given)
→ i, -6
CC(OC(=O)CCc1nc2ccccc2c(=O)[nH]1)C(=O)Nc1cccc(C(F)(F)F)c1 (stereo not given)
→ ., -14
COc1ccc(OC)c(CC(NC(C)=O)C(=O)NC2CCN(c3c(Cc4ccccc4)c(C)nc4ncnn34)CC2)c1 (stereo not given)
→ i, -16

Single records, as listed above. Screens in order: CHT allo act	OX1R antagonist
NC(=S)NNC(=O)c1ccccc1 is listed with i	-7
N#Cc1c(NC(=O)CCn2cnc3ccccc3c2=O)oc(-c2ccccc2)c1-c1ccccc1 is listed with i	-34

Following part.
Below each compound – CHT allo act, OX1R antagonist
CCOC(=O)C[N+](C)(C)CCOC1CC2CCC1(C)C2(C)C (stereo not given)
→ i, -4
CCOC(=O)c1ccccc1NC(=O)C1CCN(c2ncnc3sc(C)c(C)c23)CC1
→ i, -39
O=C(CCC(=O)N1CCN(c2ccc(F)cc2)CC1)N1CCN(c2ccc(F)cc2)CC1
→ i, -31
CC(C)(C)c1csc(NC(=O)Cn2c(=O)oc3ccccc32)n1
→ i, -8
O=C(NNC1CC(=O)N(c2ccc(Br)cc2)C1=O)c1cccs1 (stereo not given)
→ i, -17
COc1ccc(NC(=O)CCSc2ccc(C)cc2)cc1S(=O)(=O)Nc1ccccc1Cl
→ i, 10
O=C(Nc1ccc(C2CC2(Cl)Cl)cc1)c1ccccc1Br (stereo not given)
→ i, -10
CCNc1nc(NCC)n2c(SCC(=O)Nc3ccccc3F)nnc2n1
→ i, -6
Cc1nc(S(=O)(=O)N2CCOCC2)c(C#N)c(C)c1Cl
→ i, -5
O=C(Nc1ccccc1C(=O)N/N=C/c1ccc(F)cc1)c1ccccc1Br
→ i, -19
O=C(c1ccc2snnc2c1)N1CCN(c2ccccn2)CC1
→ i, -1
CCOC(=O)c1sc(=NC(=O)c2cc(OC)c(OC)c(OC)c2)n(C)c1C
→ i, -24
CCN(CC(=O)NCc1cccs1)C(=O)c1ccc(Cl)c(Cl)c1
→ ., -22
Cc1ccc(S(=O)(=O)N(C)c2ccc3ccccc3c2)cc1
→ i, 0
CN(Cc1cnccn1)C(=O)CC1C(=O)NCCN1Cc1cccc(F)c1 (stereo not given)
→ i, 6
C=CCN(C(=O)c1csnn1)C(C(=O)NC1CCCC1)c1cccs1 (stereo not given)
→ i, -17
CCCC(=O)Nc1cc(-c2nnc(OC)c3ccccc23)ccc1N1CCCCC1
→ i, -13
CCOC(=O)c1ccc(NC(=O)CC2COc3ccccc3O2)cc1 (stereo not given)
→ i, -25
CCCC(=O)Nc1cc2c(cc1C(=O)c1ccccc1)OCCO2
→ i, -15
C=CCn1c(=O)c2c(nc(-c3ccc(S(=O)(=O)O)cc3)n2C)n(C)c1=O
→ i, 12
CCOc1ccccc1-c1nc(-c2ccc(NC(=O)Cc3ccc(OC)cc3)cc2)no1
→ i, -5
O=C(CSc1ccc([N+](=O)[O-])cn1)Nc1ccc2c(c1)OCO2
→ i, -12
O=[N+]([O-])c1cccc(CNCc2ccccc2)c1
→ i, 6
CC1CCN(S(=O)(=O)c2ccc(Oc3ccc([N+](=O)[O-])cc3)cc2)CC1
→ i, 36
Cc1ccc(C)c(S(=O)(=O)N2CCN(C(=O)c3ccc(-n4cncn4)c([N+](=O)[O-])c3)CC2)c1
→ i, -31
C=CC(=O)Nc1ccc(Nc2nc(NC3CCC(N(C)C)CC3)nc3c2ncn3C(C)C)cc1 (stereo not given)
→ ., -1
CC(=O)OCCCCON1C(=O)c2ccccc2C1=O
→ i, -9
Cc1ccc(NCC(O)C(O)C(O)CO)cc1C (stereo not given)
→ i, 12
O=C(NNS(=O)(=O)c1ccccc1)c1cccnc1
→ i, 7
COC(=O)CN(c1ccc(F)cc1)S(=O)(=O)c1ccc2c(c1)OCCO2
→ i, -14
CC(C)Oc1ccc(CNC(=O)Oc2ccccc2)cc1
→ i, .
COCCCn1c(C(=O)N2CC(C)OC(C)C2)cc2c(=O)n3ccccc3nc21 (stereo not given)
→ i, 7
CCOC(=O)NC(=O)c1cn(CCN(C)C)c(=O)[nH]c1=O
→ i, -5
CCN(CC)c1ccc2cc(C(=O)Nc3ccccn3)c(=O)oc2c1
→ i, 12
CNS(=O)(=O)c1cc(OCC(N)=O)c(C)cc1Cl
→ i, 2
Cc1cc2c(c(=O)n1Cc1cccnc1)C(c1ccccc1)C(C#N)=C(N)O2 (stereo not given)
→ i, -14
COc1ccc(NS(=O)(=O)c2cccc(C(=O)NNC(=O)c3ccccc3OC)c2)cc1
→ i, -23
COc1cccc(OCc2ccc(Cl)cc2)c1C#N
→ i, -31
CC1(C)CC(NC(=O)c2cccc3ccccc23)CC(C)(C)N1
→ i, -4
CCCC1CCC(=NNC(=O)OC(C)(C)C)CC1 (stereo not given)
→ i, 3
CN(Cc1cc(=O)n2ccsc2n1)Cc1nc2ccccc2c(=O)[nH]1
→ i, -25
COc1ccc(O)c(C(=O)c2cnc3onc(C(C)C)c3c2)c1
→ i, -29
Cc1ccc2nc(NC(=O)CSCC(=O)Nc3cc(C)on3)sc2c1
→ ., -13
COc1ccc(-c2csc(NC(=O)CCNC(=O)c3ccco3)n2)cc1OC
→ ., -21
Cc1c(-c2n[nH]c(=S)n2-c2ccc(C(F)(F)F)cc2)nnn1-c1ccccc1
→ i, -22
O=C(NCc1ccccc1Cl)c1ccc2nnsc2c1
→ i, -18
COc1ccc(S(=O)(=O)N2CCCCC2)cc1NC(=O)CCCNC(=O)c1ccc(Cl)cc1
→ ., -39
O=C(COC(=O)c1ccccc1)Nc1ccc(Cl)cn1
→ i, -12
OC[C@@H](O)[C@@H](O)CO
→ i, -7
Cc1onc(-c2ccccc2)c1C(=O)c1ccccc1
→ i, -21
O=C(COC(=O)c1ccncc1)Nc1ccc2c(c1)OCO2
→ ., -12
O=C(NCCc1ccccc1)N1CCCC(CNS(=O)(=O)Cc2ccccc2)C1 (stereo not given)
→ i, -10
O=C(O)c1ccc([N+](=O)[O-])c(CS(=O)(=O)c2ccccc2)c1
→ i, -4
COc1ccc2c(c1)c1nc3n(c(=O)c1n2CC(=O)Nc1cc(C)[nH]n1)CCS3
→ i, -2
COCCOc1ccc(C(F)(F)F)cc1NC(=O)COC(=O)C1=COCCO1
→ i, -9

A draw from above in order of molar mass, low to high.
Below each compound – CHT allo act, OX1R antagonist
Cc1onc(-c2ccccc2)c1C(=O)c1ccccc1
→ i, -21
CC(C)Oc1ccc(CNC(=O)Oc2ccccc2)cc1
→ i, .
O=C(COC(=O)c1ccccc1)Nc1ccc(Cl)cn1
→ i, -12
CNS(=O)(=O)c1cc(OCC(N)=O)c(C)cc1Cl
→ i, 2
CCOC(=O)NC(=O)c1cn(CCN(C)C)c(=O)[nH]c1=O
→ i, -5
O=C(NCc1ccccc1Cl)c1ccc2nnsc2c1
→ i, -18
CC1(C)CC(NC(=O)c2cccc3ccccc23)CC(C)(C)N1
→ i, -4
COc1ccc(O)c(C(=O)c2cnc3onc(C(C)C)c3c2)c1
→ i, -29
O=C(O)c1ccc([N+](=O)[O-])c(CS(=O)(=O)c2ccccc2)c1
→ i, -4
CCN(CC)c1ccc2cc(C(=O)Nc3ccccn3)c(=O)oc2c1
→ i, 12
Cc1cc2c(c(=O)n1Cc1cccnc1)C(c1ccccc1)C(C#N)=C(N)O2 (stereo not given)
→ i, -14
COCCCn1c(C(=O)N2CC(C)OC(C)C2)cc2c(=O)n3ccccc3nc21 (stereo not given)
→ i, 7
Cc1c(-c2n[nH]c(=S)n2-c2ccc(C(F)(F)F)cc2)nnn1-c1ccccc1
→ i, -22
COCCOc1ccc(C(F)(F)F)cc1NC(=O)COC(=O)C1=COCCO1
→ i, -9
COc1ccc2c(c1)c1nc3n(c(=O)c1n2CC(=O)Nc1cc(C)[nH]n1)CCS3
→ i, -2
COc1ccc(S(=O)(=O)N2CCCCC2)cc1NC(=O)CCCNC(=O)c1ccc(Cl)cc1
→ ., -39
